NOD2 RIPK2 PPI: blocks binding of human NOD2 to RIPK2 | CHO BLA complementation NOD2-RIPK2, CCF4 ratio | 360,000 tested, 0.38% active | inhibition, % at 4.98 µM | AID 624267; in the data active means inhibition above about 21%;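 further: 0% = vehicle only and 100% = reference blocker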
Target sequence (O43353 whole entry, looked up): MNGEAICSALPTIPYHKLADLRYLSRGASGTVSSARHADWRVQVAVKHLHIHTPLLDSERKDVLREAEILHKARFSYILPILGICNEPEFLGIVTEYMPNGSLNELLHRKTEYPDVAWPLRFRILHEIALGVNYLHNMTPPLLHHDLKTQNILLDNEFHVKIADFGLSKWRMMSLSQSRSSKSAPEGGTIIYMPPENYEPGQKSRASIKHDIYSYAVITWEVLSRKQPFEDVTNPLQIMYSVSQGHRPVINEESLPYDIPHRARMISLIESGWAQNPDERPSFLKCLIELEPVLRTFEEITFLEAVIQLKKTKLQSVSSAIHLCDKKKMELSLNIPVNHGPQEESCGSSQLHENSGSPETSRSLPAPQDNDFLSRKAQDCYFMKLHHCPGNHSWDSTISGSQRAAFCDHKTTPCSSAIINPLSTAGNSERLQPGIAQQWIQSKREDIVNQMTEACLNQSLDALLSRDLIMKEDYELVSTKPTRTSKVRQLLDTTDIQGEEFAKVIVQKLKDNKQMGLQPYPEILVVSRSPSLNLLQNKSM
MC4R antag cAMP: human MC4R antagonism in cAMP assay. P32245. MC4R-expressing cells, MTII-stimulated cAMP, LANCE TR-FRET. inhibition, % at 6.5 µM. 360,000 tested, 0.48% active;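 active means inhibition above its plate's cutoff, the mean of tested wells on that plate plus 3 SD, cut at about 29% in these data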;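 further: 0% = Melanotan II alone and 100% = Melanotan II plus saturating MCL0020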
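System: U2OS cells stably expressing human melanocortin 4 receptor (MC4R). Reagent: Melanotan II challenge after compound preincubation. Doses: 6.5 µM. Times: 30-min compound, 1-h challenge, 1-h detection, room temperature. Measured by: TR-FRET with Eu-cAMP and labeled anti-cAMP, 671 nm. Replicates: singlicate.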
SRC2 inh: inhibits human steroid receptor coactivator 2; Q15596; HEK293 GAL4-SRC2 luciferase reporter, luminescence; inhibition, % at 9 µM; 370,000 tested, 0.17% active; AID 651957;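 active means inhibition above the mean inhibition of all tested compounds plus 3 SD, set per campaign, cut at about 52% in these data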;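 further: 0% = DMSO treated cells and 100% = cells given Gossypol at 36 µM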
TLR9-MyD88 inh: inhibitors of human TLR9-MyD88 binding; CHO BLA complementation TLR9-MyD88, CCF4 FRET ratio; inhibition, % at 4.98 µM; 340,000 tested, 0.21% active;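 active means inhibition above the mean over all tested compounds plus 3 SD, cut at about 21% in these data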;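 further: 0% = DMSO only wells and 100% = clavulanate BLA inhibitor control wells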
NR5A2 inv ag: suppresses constitutive activity of human LRH-1; HEK293T StAR-luciferase reporter, LRH-1 transfected, 24 h; inhibition, % at 3.6 µM; 360,000 tested, 0.13% active; AID 602396;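 active means inhibition above the mean inhibition of all tested compounds plus 3 SD, cut at about 73% in these data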;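 further: 0% = DMSO wells and 100% = reporter-only cells lacking LRH-1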
Target sequence (O00482 whole entry, looked up): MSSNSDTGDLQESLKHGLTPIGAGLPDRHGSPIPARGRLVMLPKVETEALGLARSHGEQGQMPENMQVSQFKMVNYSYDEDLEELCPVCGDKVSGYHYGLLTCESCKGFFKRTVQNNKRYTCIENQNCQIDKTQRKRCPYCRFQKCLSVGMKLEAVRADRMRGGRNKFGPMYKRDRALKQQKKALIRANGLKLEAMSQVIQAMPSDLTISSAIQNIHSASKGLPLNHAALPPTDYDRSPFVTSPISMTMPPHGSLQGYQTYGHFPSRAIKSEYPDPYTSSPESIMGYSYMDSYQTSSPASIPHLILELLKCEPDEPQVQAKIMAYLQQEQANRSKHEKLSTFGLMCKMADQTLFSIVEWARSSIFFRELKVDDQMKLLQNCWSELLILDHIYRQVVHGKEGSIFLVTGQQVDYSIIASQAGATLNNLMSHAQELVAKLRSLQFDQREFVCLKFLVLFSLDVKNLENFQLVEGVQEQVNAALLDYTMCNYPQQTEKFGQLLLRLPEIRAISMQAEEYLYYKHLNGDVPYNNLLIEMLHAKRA
NCOA1 inh: inhibits human SRC1 coactivator. 360,000 tested, 0.12% active. HEK293 GAL4-SRC1 luciferase reporter, luminescence. Q15788. inhibition, % at 3.6 µM. AID 588354;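 active means inhibition above the campaign mean plus 3 SD, with each screening campaign given its own cutoff, cut at about 60% in these data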;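 further: 0% = DMSO treated cells and 100% = gossypol at 36 µM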
ABHD5 PLIN5 PPI: inhibitors of human ABHD5-perilipin-5 interaction. 360,000 tested, 0.78% active. Split G. princeps luciferase complementation, luminescence, 4 h. inhibition, % at 4 µM. Q00G26+Q8WTS1;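 active means inhibition above the mean inhibition across every tested compound plus 3 SD, cut at about 22% in these data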;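 further: 0% = DMSO only wells and the 100% control is not disclosed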
NR2F2 inh: NR2F2 (human) inhibition, primary screen. inhibition, % at 8.6 µM. HEK293T NGFI-A luciferase reporter, luminescence. 370,000 tested, 0.7% active;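 active means inhibition above a per-plate cutoff, mean inhibition of test wells between control levels plus 3 SD, cut at about 38% in these data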;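 further: cells cotransfected with COUP-TFII expression vector driving the NGFI-A reporter; 0% = median of COUP-TF2 test wells and 100% = reporter-only cells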
EBV LMP1 NFkB: Epstein-Barr LMP1 NF-kappaB reporter inhibition; LMP1-induced NF-kappaB luciferase reporter cells, luminescence; inhibition, % at 12.5 µM; 350,000 tested, 0.69% active; in the data active means inhibition above about 41%;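 further: 0% = neutral control wells and 100% = reference inhibitor control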
MC4R barr agon: human MC4R agonism via beta-arrestin; P32245; U2OS MC4R beta-arrestin complementation, luminescence; percent of melanotan II response, DMSO zero; activation, % at 8.9 µM; 360,000 tested, 0.98% active; AID 540308;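 active means activation above a per-plate cutoff, the mean activation of sample wells on that plate plus 3 SD, cut at about 8% in these data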
SRC3 inh: inhibitors of human steroid receptor coactivator 3 (SRC3); Q9Y6Q9; HEK293 GAL4-SRC3 luciferase reporter, luminescence; inhibition, % at 3.6 µM; 360,000 tested, 0.17% active;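 active means inhibition above a per-campaign cutoff, the mean of all compounds plus 3 SD, cut at about 60% in these data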;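 further: 0% = DMSO-treated cells and 100% = gossypol-treated cells at 36 µM; higher means less SRC3-driven luciferase light from the GAL4 reporter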
Starred values were filed as active, the others as inactive; x = not tested or not shown. An excerpt; count on the stated rates, not on these rows.

No.	structure	NOD2 RIPK2 PPI	MC4R antag cAMP	SRC2 inh	TLR9-MyD88 inh	NR5A2 inv ag	NCOA1 inh
1	CC(=O)N1CCN(C(=O)COc2ccc(Br)cc2)CC1	1.3	-2.5	-4.5	0.9	17.8	12.7
2	O=C(CSc1ccccn1)N1CCN(c2ncc(C(F)(F)F)cc2Cl)CC1	-4.1	6.4	-14.6	-9.2	1.4	-11.3
3	O=C(Cc1ccc(F)cc1)NCCS(=O)(=O)N1CCN(c2cccc(Cl)c2)CC1	-7.3	12.2	0.7	12.0	-1.6	-6.2
4	Cc1cccc(NC(=O)Nc2ccc(Oc3c(F)c(F)c(F)c(F)c3F)cc2)c1	3.2	4.4	-3.2	1.7	16.5	-15.6
5	O=C1NC(=S)SC1=Cc1cccs1	-2.2	3.5	2.9	-5.7	12.4	-4.3
6	CC1=CC(c2ccccc2)=Nc2ccc(C)cc2N1	-3.5	2.8	-73.6	-1.6	-119.0	-101.9
7	COc1cc(/C=C2\C(=O)ON=C2c2ccccc2)cc(Br)c1O	-12.6	10.9	-18.5	-2.5	7.2	4.3
8	CN(Cc1ccccc1)C(=O)CN1C(=O)c2ccc([N+](=O)[O-])cc2C1=O	-9.0	-4.4	-32.7	-2.4	2.1	-10.0
9	CCCCNC(=O)NCCN1CCOCC1	-11.6	-1.7	5.0	-3.3	1.6	-15.7
10	COCCNC(=O)c1onc(CSc2ccc(F)c(F)c2)c1C(=O)NCCOC	-1.1	6.9	-25.2	4.1	-5.7	7.2
11	CC(OC(=O)c1nsc(Cl)c1Cl)C(=O)NCc1cccs1 (configuration not stated)	4.3	6.6	-0.5	2.7	-8.3	-2.3
12	C/C(=N\Nc1cccc([N+](=O)[O-])c1)c1cc2ccccc2o1	2.1	10.6	-3.5	2.8	4.0	-27.8

No.	ABHD5 PLIN5 PPI	NR2F2 inh	EBV LMP1 NFkB	MC4R barr agon	SRC3 inh
1	-0.1	-2.5	-3.6	0.9	-2.0
2	5.1	14.2	0.9	-0.5	9.9
3	1.9	10.6	-1.8	2.6	-2.1
4	-3.0	3.8	-31.9	2.3	10.6
5	-0.2	4.3	3.6	0.8	-5.9
6	-4.3	-52.5	-9.1	-0.9	-80.2
7	6.1	22.4	10.3	-2.8	13.9
8	3.9	-1.2	-1.0	-0.2	9.5
9	-4.6	-3.4	-2.5	-1.5	17.9
10	13.3	-5.0	-9.5	0.8	15.4
11	0.8	-4.3	4.0	-2.9	-8.0
12	-1.3	10.0	-106.2	0.8	-6.4

The listing continues.
No.	structure	NOD2 RIPK2 PPI	MC4R antag cAMP	SRC2 inh	TLR9-MyD88 inh	NR5A2 inv ag	NCOA1 inh
13	C=CCOC(=O)C1=C(C)NC(=S)C(C#N)(CC=C)C1c1ccccc1Cl (configuration not stated)	2.0	3.7	23.1	x	7.8	-3.7
14	Cc1ccc(C(=S)N2CCN(Cc3ccccc3)CC2)cc1	3.0	12.0	-15.5	-0.1	9.1	-15.1
15	COc1cc(/C=N/NC(=O)c2csc3c2CCCC3)cc(OC)c1O	-12.6	1.6	-25.7	-8.1	-6.2	-1.3
16	CCCCSCCCNC(=O)C1CCC(CNS(=O)(=O)c2ccc(NC(C)=O)cc2)CC1 (configuration not stated)	-9.9	12.7	22.2	7.0	6.6	8.9
17	CN1CCN(c2ccccc2NC(=O)C(Cc2ccccc2)n2cccc2)CC1 (configuration not stated)	-4.7	5.0	-21.5	3.0	1.4	7.1
18	Cc1n[nH]c(=S)n1/N=C/c1ccc(-c2ccc(Cl)cc2)o1	2.8	11.7	-10.2	x	9.4	-6.8
19	O=C(O)C=C1CCN(c2ncc(C(F)(F)F)cc2Cl)CC1	-3.7	6.7	-23.2	4.4	-54.3	-40.8
20	O=C(NC1CCCCCC1)c1ccccc1-c1ccccc1	2.3	4.5	19.7	-11.9	9.9	-4.7
21	COc1ccccc1CNC(=O)CCCn1nc(C)c2c(C)n(-c3ccccc3)nc2c1=O	7.8	0.8	9.0	-0.4	-4.2	10.3
22	CCc1ccc(C(=O)N2CCN(S(=O)(=O)c3sc(C(=O)O)c(C)c3C(=O)O)CC2)cc1	-5.8	10.5	1.9	0.5	1.6	-9.2
23	CCOc1ccc(NC(=O)COC(=O)C23CC4CC(CC(C4)C2)C3)c([N+](=O)[O-])c1	2.9	-6.3	-2.8	-1.4	0.4	14.3
24	COc1ccc(-n2c(Cc3cccn3C)nnc2SCC(=O)Nc2cc(Cl)ccc2OC)cc1	-8.6	9.6	-14.4	2.1	-24.3	11.5

No.	ABHD5 PLIN5 PPI	NR2F2 inh	EBV LMP1 NFkB	MC4R barr agon	SRC3 inh
13	-7.0	8.9	x	-2.5	14.1
14	-7.0	-1.8	-2.7	2.8	9.2
15	-2.7	-13.4	3.8	-3.6	2.8
16	1.3	3.6	3.8	0.5	0.8
17	5.7	4.0	-7.1	0.5	2.6
18	1.7	8.4	x	-0.8	10.1
19	4.9	-40.0	4.9	-1.6	-25.5
20	0.6	10.8	0.4	0.4	13.3
21	11.1	-13.7	4.5	-3.1	-1.4
22	-2.8	1.6	-3.6	-0.2	1.0
23	2.1	7.7	1.8	3.7	8.1
24	6.5	0.3	-19.5	1.6	0.4

Later entries
No.	structure	NOD2 RIPK2 PPI	MC4R antag cAMP	SRC2 inh	TLR9-MyD88 inh	NR5A2 inv ag	NCOA1 inh
25	Cc1ccc(C)c(NC(=O)COC(=O)CCc2ccc(S(=O)(=O)N3CCOCC3)cc2)c1	-7.8	23.8	22.6	-12.6	10.3	-2.0
26	c1ccc2c(C3OCC4(CCCC4)CO3)cccc2c1	0.6	0.3	-42.5	5.8	-28.9	-52.6
27	CN1C[C@@H]2[C@@H]3C(=O)N(Cc4ccccc4)C(=O)[C@@H]3[C@](C)(C1=O)N2C(=O)c1ccccc1	-3.1	1.9	-12.3	0.3	-3.8	-8.2
28	COc1cccc(NC(=O)COC(=O)c2ccc(S(=O)(=O)NCc3ccco3)cc2)c1	-5.4	13.4	10.3	-2.2	-24.4	3.5
29	NC(=O)C1(N2CCCCC2)CCN(S(=O)(=O)c2ccc(Cl)s2)CC1	-11.2	-1.6	28.7	-8.9	9.6	-13.6
30	Cc1cc(OCC(=O)OCC(=O)NCc2cccs2)ccc1Cl	-5.2	0.5	-2.7	-4.0	-16.9	14.2
31	COc1ccccc1-c1nc(SCC(=O)Nc2ccccc2F)n[nH]1	-17.1	4.6	9.3	-6.9	9.8	1.1
32	O=C(NC(=S)NNC(=O)[C@H]1C[C@@H]1c1ccccc1)c1cccc(F)c1	-13.4	2.7	12.7	-0.3	4.8	-8.7
33	O=C(Nc1cc(C(F)(F)F)ccc1N1CCOCC1)c1cccc(S(=O)(=O)N2CCOCC2)c1	-14.1	5.8	4.8	4.6	-6.2	-10.4
34	CCC(=O)Nc1cc(-c2nn(C)c(=O)c3ccccc23)ccc1N1CCOCC1	-9.1	5.1	-6.8	-0.5	4.0	-8.1
35	CN(C)CCOC(=O)c1ccc(COc2ccccc2Br)o1	-0.1	-0.3	-1.8	-2.4	6.5	-7.1
36	O=C(CCN1CCCC1=O)NC1CCCc2c1cnn2-c1ccc(F)cc1F (configuration not stated)	3.9	6.9	-29.9	2.5	-1.1	2.7

No.	ABHD5 PLIN5 PPI	NR2F2 inh	EBV LMP1 NFkB	MC4R barr agon	SRC3 inh
25	4.4	0.9	-4.1	-2.1	0.1
26	-5.5	-5.3	-11.2	5.6	-11.4
27	2.5	-2.1	-5.3	-2.3	0.8
28	13.7	15.7	-3.8	-0.9	2.4
29	2.2	9.6	-1.8	0.6	12.7
30	-2.6	2.1	16.6	-1.6	9.5
31	-2.7	-8.7	-12.2	-2.6	-15.2
32	-3.4	-16.6	0.0	-1.2	8.0
33	1.9	7.6	3.6	-1.6	4.6
34	-0.8	-0.4	1.9	-0.3	16.9
35	5.0	6.9	-2.4	-1.0	-27.1
36	-1.9	-25.3	-21.6	-3.3	1.1

Next section; the last 4 above are carried over.
No.	structure	NOD2 RIPK2 PPI	MC4R antag cAMP	SRC2 inh	TLR9-MyD88 inh	NR5A2 inv ag	NCOA1 inh
33	O=C(Nc1cc(C(F)(F)F)ccc1N1CCOCC1)c1cccc(S(=O)(=O)N2CCOCC2)c1	-14.1	5.8	4.8	4.6	-6.2	-10.4
34	CCC(=O)Nc1cc(-c2nn(C)c(=O)c3ccccc23)ccc1N1CCOCC1	-9.1	5.1	-6.8	-0.5	4.0	-8.1
35	CN(C)CCOC(=O)c1ccc(COc2ccccc2Br)o1	-0.1	-0.3	-1.8	-2.4	6.5	-7.1
36	O=C(CCN1CCCC1=O)NC1CCCc2c1cnn2-c1ccc(F)cc1F (configuration not stated)	3.9	6.9	-29.9	2.5	-1.1	2.7
37	CC1CCN(c2cc(N3CCOCC3)c(F)cc2[N+](=O)[O-])CC1	3.4	-9.2	1.2	-5.4	-0.2	-1.8
38	OCC(CO)(CO)N=Cc1c(O)ccc2ccccc12	-4.2	-8.8	-3.1	8.3	31.1	-11.5
39	O=C(Cn1ncc2c1-c1ccccc1OC2)Nc1ccc(S(=O)(=O)N2CCCCC2)cc1	-7.3	3.9	4.1	-0.3	17.2	-7.0
40	CC(C)Cc1nnc(NC(=O)C2=COCCO2)s1	-11.1	12.2	-47.5	-7.9	-113.0	-72.9
41	Cc1cc2[nH]c(=O)c(=O)[nH]c2cc1S(=O)(=O)N1CCN(c2cccc(C(F)(F)F)c2)CC1	2.4	6.9	1.2	6.2	-5.0	4.2
42	CN(C)c1ccc(/C=N/N2C(=O)c3ccccc3C2=O)cc1	6.5	13.8	-6.4	0.2	-1.9	-17.2
43	Cc1cc(C)n(C(=O)c2cccc(S(=O)(=O)N3CCCC3)c2)n1	-13.4	6.8	0.9	2.4	-21.9	16.5
44	Cc1c(NC(=O)OCCNC(=O)COc2ccc(Cl)cc2Cl)sc(=S)n1C	-3.9	-9.5	-19.8	-5.9	15.7	-52.0
45	O=C(COc1ccccc1)NC1CCSc2ccccc21 (configuration not stated)	-0.9	5.0	-1.5	-8.6	-5.6	-5.1

No.	ABHD5 PLIN5 PPI	NR2F2 inh	EBV LMP1 NFkB	MC4R barr agon	SRC3 inh
33	1.9	7.6	3.6	-1.6	4.6
34	-0.8	-0.4	1.9	-0.3	16.9
35	5.0	6.9	-2.4	-1.0	-27.1
36	-1.9	-25.3	-21.6	-3.3	1.1
37	0.2	-14.9	-2.5	2.1	12.8
38	-2.7	16.5	1.5	-1.1	14.8
39	3.0	18.9	-4.3	2.5	0.9
40	0.8	-36.4	-6.7	0.3	-54.6
41	10.5	-11.5	x	2.7	2.1
42	-2.6	1.2	-4.5	0.9	7.3
43	1.1	12.2	-5.3	1.4	-8.4
44	6.2	8.2	-7.6	-0.1	6.7
45	12.5	0.3	-8.5	-1.0	6.4

Source: PubChem BioAssay (several laboratories)
